SENP7 block – blocks the human protease SENP7 | Q9BQF6 | recombinant SENP7, Z-RLRGG-aminoluciferin luminescence, 40 min | inhibition, % at 5 µM | 330,000 tested, 1.5% active;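 active = inhibition above about 50% at the single test dose, limit read from the data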;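 also: plate controls were DMSO with enzyme for no effect and no enzyme buffer wells for full effect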
Target sequence (Q9BQF6 706-1050 limits assumed): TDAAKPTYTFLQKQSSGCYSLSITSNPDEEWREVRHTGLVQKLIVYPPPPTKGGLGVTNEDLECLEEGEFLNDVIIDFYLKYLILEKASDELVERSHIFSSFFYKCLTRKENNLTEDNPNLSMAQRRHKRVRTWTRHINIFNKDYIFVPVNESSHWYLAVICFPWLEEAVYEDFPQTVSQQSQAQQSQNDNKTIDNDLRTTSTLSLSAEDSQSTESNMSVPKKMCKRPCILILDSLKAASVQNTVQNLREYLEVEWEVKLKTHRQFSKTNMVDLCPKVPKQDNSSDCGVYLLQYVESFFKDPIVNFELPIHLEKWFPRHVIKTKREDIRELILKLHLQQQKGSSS
Jurkat NFkB inh – inhibitors of the PMA/ionomycin-induced NF-kB reporter in Jurkat cells. inhibition, % at 4 µM. PMA/ionomycin-induced NF-kB luciferase reporter, luminescence. 330,000 tested, 0.53% active
Gli-Sufu block – Gli-Sufu pathway antagonism | Sufu-KO-LIGHT fibroblasts, Gli luciferase reporter luminescence | 340,000 tested, 0.74% active | AID 588413 | inhibition, % at 5 µM;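 active = inhibition above about 55%, limit read from the data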;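 also: 0% = DMSO-treated cells and 100% = wells with medium but no cells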
UBC13 polyUb – inhibitors of human UBC13 polyubiquitin chain formation; TR-FRET; inhibition, % at 20 µM; 330,000 tested, 0.47% active; in the data active = inhibition above about 45%, passing the limit was not always enough; inconclusive = no clear call, values can overlap the other calls
Target sequence (P61088 whole entry, looked up): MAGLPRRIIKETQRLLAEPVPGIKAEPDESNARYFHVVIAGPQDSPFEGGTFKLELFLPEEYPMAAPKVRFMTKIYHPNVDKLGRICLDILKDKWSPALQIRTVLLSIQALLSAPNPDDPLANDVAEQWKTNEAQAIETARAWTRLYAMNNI
SENP8 inh – inhibitors of human SENP8 protease | Q96LD8 | purified SENP8, Z-RLRGG-aminoluciferin cleavage, luminescence | inhibition, % at 10 µM | 330,000 tested, 1.2% active | AID 2540
Target sequence (Q96LD8 whole entry, looked up): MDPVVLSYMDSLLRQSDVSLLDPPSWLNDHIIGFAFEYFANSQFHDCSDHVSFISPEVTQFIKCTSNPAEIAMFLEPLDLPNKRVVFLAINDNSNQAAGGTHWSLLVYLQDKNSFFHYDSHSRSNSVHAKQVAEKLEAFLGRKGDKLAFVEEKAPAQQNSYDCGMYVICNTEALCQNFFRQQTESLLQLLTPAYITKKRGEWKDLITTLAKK
Apaf1 inhib – inhibitors of human Apaf-1 apoptosome; 330,000 tested, 0.71% active; inhibition, % at 20 µM; reconstituted apoptosome caspase-3 activity, DEVD-Rh110 fluorescence; O14727; active = inhibition of at least 40% at 20 µM;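 also: plate controls were DMSO wells for no effect and DEVD-CHO caspase inhibitor wells for full effect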
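Material: reconstituted apoptosome with Apaf-1, cytochrome c, caspase-9, procaspase-3, dATP. Technique: Rh110 fluorescence intensity. Buffer or medium: pH 7.5 Hepes buffer with CHAPS, BSA, DTT. Times: 30 min plus 50 min, RT.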
697 NFkB inh – inhibitors of the PMA/ionomycin-induced NF-kB reporter in 697 B cells | 697 B-cell NF-kB luciferase reporter, 16 h | inhibition, % at 4 µM | 330,000 tested, 0.33% active; in the data active = inhibition above about 35%
HKDC1 inh – HKDC1 (human) hexokinase inhibition. Q2TB90. recombinant HKDC1, G6PDH/diaphorase resazurin coupled fluorescence. inhibition, % at 20 µM. 340,000 tested, 0.16% active. AID 493160;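 active = inhibition above about 35% when tested at 20 µM, limit read from the data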;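 also: plate controls were DMSO wells with enzyme for no effect and DMSO wells lacking enzyme for full effect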
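Assay system: recombinant HKDC1 hexokinase; detection: coupled resazurin fluorescence, excitation 525 nm, emission 613 nm; benchmarks: DMSO-plus-enzyme-mix negative control, buffer-substituted positive control; compound dosing: single 20 µM dose; schedule: 90 min at room temperature in dark; also added: glucose plus 1 mM ATP as hexokinase substrates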
Numbers without * were called inactive; ? = inconclusive. Rule as the data show it, unless noted: active = inhibition above about 50%; inactive = the rest. The order is random, and some 3.6% of all compounds hit somewhere here.

SMILES	SENP7 block	Jurkat NFkB inh	Gli-Sufu block	UBC13 polyUb	SENP8 inh	Apaf1 inhib	697 NFkB inh	HKDC1 inh
O=C(CCC(=O)OCC(=O)c1ccc(-c2ccccc2)cc1)Nc1cccc2cccnc12	-3	-26	-6	-8	-7	7	-26	4
NC(=O)CCc1c[nH]c2ccccc12	1	12	2	-4	-2	-16	21	-4
CCN(CC(=O)Nc1c(F)cccc1F)C(=O)CCSc1ccc(F)cc1	-6	-20	-15	0	4	5	-38	-2
COCCN(C(=O)CSc1nncn1-c1ccccc1)c1c(N)n(Cc2ccccc2)c(=O)[nH]c1=O	11	4	2	-8	-5	8	-4	-10
Cc1ccc(C(=O)CCC(=O)Nc2ccc(Cl)c(S(=O)(=O)Nc3cccc(Cl)c3)c2)cc1	-4	0	-2	?	-11	23	-6	1
Cc1cccn2c(=O)c(/C=N/O)c(N3CCOCC3)nc12	-7	-1	10	-10	-3	7	-4	-6
CC(NC(=S)NCCCN1CCOCC1)C12CC3CC(CC(C3)C1)C2 (centres undefined)	8	7	-5	7	8	-11	17	-1
O=C(Nc1ccc(S(=O)(=O)N2CCCCC2)cc1)C1CCCO1 (centres undefined)	1	21	0	-3	1	-2	-7	6
O=C(NCCc1c[nH]c2ccccc12)C(=O)c1c[nH]c2ccccc12	-1	20	-47	9	-1	3	18	6
CC(C)(C)NC(=O)NC(=O)CN1CCN(c2ccc(O)cc2)CC1	-3	18	29	3	-3	-1	-48	1
COc1ccccc1C1c2[nH]c3ccccc3c2C[C@H]2C(=O)N(C3CCN(Cc4ccccc4)CC3)CC(=O)N12 (some centres undefined)	-4	2	14	8	-8	29	18	-1
CCN(CC)S(=O)(=O)c1ccc(C(=O)OC2CCCCC2CN(C)C)cc1 (centres undefined)	-8	2	-19	-2	-6	6	-29	-10
CCOC(=O)C1=C(COC(=O)CCOc2cccc(C)c2)NC(=O)NC1C (centres undefined)	-9	14	4	-1	1	10	-4	4
Cc1ccc(-c2n[nH]c(=S)n2/N=C/c2ccc(C(=O)O)cc2)cc1	1	-9	9	4	5	2	-8	0
CNC(=O)C(=O)N1CCC2(CC1)OCCN2S(=O)(=O)c1ccc(C)cc1	-6	7	1	-5	5	1	-7	-4
CCCC(c1nnnn1CS(=O)(=O)c1ccc(C)cc1)N1CCN(CC)CC1 (centres undefined)	4	-23	6	-3	6	-5	-23	-11
COc1ccc(C[C@H](C)NC[C@@H](O)c2ccc(O)c(NC=O)c2)cc1	9	-8	5	1	-5	-4	-9	-1
O=C(CCNC(=O)c1ccccc1Cl)NN=Cc1ccccc1[N+](=O)[O-]	-3	-11	6	-13	-14	-5	-8	-7
CCN(CC)S(=O)(=O)c1ccc(N2C(=O)CC2(/C=C/c2ccccc2)C(=O)NC2CCCC2)cc1 (centres undefined)	4	12	3	11	4	10	13	-3
O=C(N/N=C/c1ccc(OCc2ccccc2)cc1)c1cccs1	22	-47	-36	-3	2	23	-29	-4
O=C(CCCOc1ccccc1)N1CCCCC1	47	-60	-18	3	25	-2	-129	-5
CC(C)[C@@H](C(=O)NC1CCN(Cc2ccccc2)CC1)N1C(=O)N2CCc3c([nH]c4ccccc34)[C@@]2(C)C1=O	1	24	-2	14	-1	21	15	4
O=C(CN1C(=O)c2ccccc2S1(=O)=O)N1CCN(c2cccc(Cl)c2)CC1	-7	-11	28	-3	1	-2	-2	-7
N#Cc1ccc(C(=O)OCC(=O)Nc2ccc(S(N)(=O)=O)cc2)cc1	-9	3	-1	-4	0	-6	17	1
COc1ccc(Cc2nnc(NC(=O)C3CC(=O)N(c4ccccc4)C3)s2)cc1OC (centres undefined)	3	-8	-15	2	0	6	13	2

The list goes on.
SMILES	SENP7 block	Jurkat NFkB inh	Gli-Sufu block	UBC13 polyUb	SENP8 inh	Apaf1 inhib	697 NFkB inh	HKDC1 inh
NC(=O)c1nsc(C(=O)N(c2ccccc2F)C(C(=O)NCc2ccccc2)c2ccc(O)cc2)c1N (centres undefined)	0	44	13	44	-2	5	35*	-3
O=C(COc1ccccc1F)NCCc1ccc2c(c1)OCCO2	-8	-4	5	-7	-11	2	-20	-3
CC(C)C(NC(=O)c1ccccc1F)C(=O)Nc1nccs1 (centres undefined)	4	4	0	6	-6	-4	17	-13
O=C(NCc1ccccn1)C(F)(F)C(F)(F)C(=O)NCc1ccccn1	9	0	8	5	-4	8	-1	-2
CC(C)(C)OC(=O)C[C@@H]1C/C=C\C[C@H](CC(=O)N[C@@H](CO)Cc2ccccc2)C(=O)N[C@H](C(C)(C)C)COC1=O	8	7	-5	0	1	6	9	-6
O=C(N/N=C/c1ccccc1[N+](=O)[O-])C(=O)N1CCCC1	-1	10	-17	3	-5	-5	5	12
C#CCOCCOCCOCCNc1nc(N2CCN(C(=O)C([C@@H](C)CC)n3cc(C(N)COC(=O)C(F)(F)F)nn3)CC2)nc(N2CCN(C(=O)[C@H](CCC(=O)O)n3cc(C(N)CC(C)C)nn3)CC2)n1 (some centres undefined)	-7	13	-1	6	-2	-4	8	1
Cc1c(C(=O)NC(=S)Nc2ccccc2N2CCCC2)cccc1[N+](=O)[O-]	10	-17	-1	2	8	34	-2	-2
COc1ccc(NC(=O)NNC(=O)C(C)Oc2ccc(C(C)C)cc2)c(OC)c1 (centres undefined)	-3	14	-19	-1	3	15	3	0
CC(C)N(Cc1ccccc1)C(=O)C1CCN(c2ncnc3c2nc2n3CCCCC2)CC1	-5	6	5	0	-3	7	-50	-2
COc1cc(Cl)c(C)cc1NC(=O)COC(=O)c1ccc(CN2CCCC2=O)cc1	1	-12	-2	10	-2	15	-21	-2
O=C(Cc1ccccc1)NNC(=S)NC(=O)c1cccs1	-2	-7	-5	-6	2	-22	10	5
COc1ccccc1CNC(=O)C1CCCN(S(=O)(=O)c2cnc[nH]2)C1 (centres undefined)	-9	-2	3	4	-5	-6	9	-5
CCCN(CCC)C(=O)C1CCN(c2ccc(S(=O)(=O)N3CCOCC3)cc2[N+](=O)[O-])CC1	2	24	9	-12	5	6	-5	-3
COc1ccc(C(=O)NCc2ccc(C)cc2)cc1S(=O)(=O)N1CCCC1	-8	-10	-1	-46	-5	16	-8	5
COc1cc(C2NC(=O)NC(c3ccccc3)=C2C(C)=O)c(Br)c(Br)c1O (centres undefined)	-8	-6	-2	-15	-7	7	-21	-1
O=[N+]([O-])c1cccc2c3c([nH]c12)CCCC3	9	9	4	-9	-5	3	-5	3
CCN(CC)S(=O)(=O)c1ccc(Oc2ccccc2)cc1	-3	-12	-3	-2	-3	18	-20	-2
Cc1noc(C(=O)Nc2ccc(F)cc2F)c1Cl	-3	-26	-17	-6	15	-3	-9	-6
CCOc1ccc(C(C)(N)C(=O)O)cc1 (centres undefined)	6	12	4	5	8	0	17	-8
CC(C)CNc1nc(NC(C)(C)C)nc(Oc2ccc(=O)[nH]n2)n1	4	21	-29	-2	1	-5	13	-4
Cn1nc(-c2ccc(Cl)cc2)cc1NC(=O)CCCC(=O)O	5	-3	5	2	-5	-3	8	-1
CCOCCCNC(=O)C(Cc1ccccc1)NS(=O)(=O)c1cccc2nsnc12 (centres undefined)	1	7	5	4	-1	-5	16	-8
COc1ccc(C(=O)O/N=C2\C(=O)N(C)c3ccccc32)cc1	-5	-5	5	-7	-17	0	-9	18
COc1ccc(C(=O)OCC(=O)NC2CCCCCC2)cc1OC	-9	6	-5	66*	-9	-39	15	-4

Among those listed so far, seven have fluorine.
SMILES	SENP7 block	Jurkat NFkB inh	Gli-Sufu block	UBC13 polyUb	SENP8 inh	Apaf1 inhib	697 NFkB inh	HKDC1 inh
CCN(CC(=O)Nc1c(F)cccc1F)C(=O)CCSc1ccc(F)cc1	-6	-20	-15	0	4	5	-38	-2
NC(=O)c1nsc(C(=O)N(c2ccccc2F)C(C(=O)NCc2ccccc2)c2ccc(O)cc2)c1N (centres undefined)	0	44	13	44	-2	5	35*	-3
O=C(COc1ccccc1F)NCCc1ccc2c(c1)OCCO2	-8	-4	5	-7	-11	2	-20	-3
CC(C)C(NC(=O)c1ccccc1F)C(=O)Nc1nccs1 (centres undefined)	4	4	0	6	-6	-4	17	-13
O=C(NCc1ccccn1)C(F)(F)C(F)(F)C(=O)NCc1ccccn1	9	0	8	5	-4	8	-1	-2
C#CCOCCOCCOCCNc1nc(N2CCN(C(=O)C([C@@H](C)CC)n3cc(C(N)COC(=O)C(F)(F)F)nn3)CC2)nc(N2CCN(C(=O)[C@H](CCC(=O)O)n3cc(C(N)CC(C)C)nn3)CC2)n1 (some centres undefined)	-7	13	-1	6	-2	-4	8	1
Cc1noc(C(=O)Nc2ccc(F)cc2F)c1Cl	-3	-26	-17	-6	15	-3	-9	-6

The list goes on.
SMILES	SENP7 block	Jurkat NFkB inh	Gli-Sufu block	UBC13 polyUb	SENP8 inh	Apaf1 inhib	697 NFkB inh	HKDC1 inh
COC(=O)/C=C1/S/C(=N/NC(=O)c2ccc(OC)cc2)NC1=O	5	10	-10	-20	-7	3	-12	3
O=C(Nc1cccc(Cl)c1Cl)C1CCCO1 (centres undefined)	-12	-18	3	2	-4	-12	6	3
COc1cc(C[C@@H]2C(=O)OC[C@H]2Cc2ccc(OC)c(OC)c2)ccc1O	1	42	66*	5	-10	4	85*	-4
Cc1ccc(N2C(=O)NC3(CCCCC3)C2=O)cc1	-3	0	-13	-6	-13	-4	-22	-2
CC1CN(S(=O)(=O)c2cccc(C(=O)N(Cc3nnc(-c4ccccc4Cl)o3)C3CC3)c2)CC(C)O1 (centres undefined)	8	0	6	51*	-5	29	1	-4
CCOc1ccc(S(=O)(=O)NCc2ccccn2)cc1	2	7	-3	8	-4	-14	7	0
CCCCN(C)CCNC(=O)c1c[nH]c2ccc(S(=O)(=O)N(CC)CC)cc2c1=O	-2	-13	13	13	-2	-3	9	4
Cc1[nH]c2ccccc2c1CCN(Cc1cccnc1)C(=S)Nc1ccc(F)cc1	-11	-12	10	8	-5	17	-15	1
Cc1ccc(NC(=S)N(Cc2ccco2)C2CCN(C(C)C)CC2)cc1	4	-5	20	11	-2	-1	-7	-11
C=CCn1c(SCc2n[nH]c(=S)n2-c2ccccc2)nnc1-c1ccccc1	11	-3	2	4	1	-9	8	-3
Cc1nnc(NC(=O)c2ccc3ccccc3c2)s1	58*	-60	-85	0	-1	-5	-13	4
Cc1ccc(NC(=O)C2COc3ccccc3O2)cc1S(=O)(=O)N1CCCCC1 (centres undefined)	4	9	6	3	0	13	12	4
O=C(CSc1ccc(Cl)cc1)Nc1ccccc1Oc1ccccc1	6	3	-4	1	8	8	0	-8
CCN(CC)S(=O)(=O)c1ccc(N/N=C(\C)c2cccnc2)nc1	-7	-4	-6	-3	-12	7	-21	2
Cc1cccc(C)c1NC(=O)NCCSc1snnc1C	-6	9	0	1	-6	-10	12	-11
Cc1ccc(S(=O)(=O)NC2CC2)cc1[N+](=O)[O-]	9	2	7	-8	-14	-8	-11	-4
Cc1cc(C)c2c(c1)/C(=N/NC(=O)c1ccc(O)cc1)CCC2	5	7	4	-1	1	-6	10	-9
Cc1ccc(C2Nc3ccc4ccccc4c3C3=C2C(=O)CC(C)(C)C3)o1 (centres undefined)	4	-40	-2	8	-3	-3	-24	-8
Cc1ccc(C(=O)N2C3C=CC(C3)C2(C(F)(F)F)C(F)(F)F)cc1 (centres undefined)	-4	3	-1	1	-5	2	-1	-5
COc1ccc(C)cc1S(=O)(=O)NCCC1=CCCCC1	-1	12	-4	10	-1	13	15	9
Cc1sc2c(c1C)C(O)=C(C(=O)Nc1ccccc1)S(=O)(=O)N2C	13	5	-8	-4	-5	3	-2	16
CCS(=O)(=O)N1Cc2ccccc2CC1C(=O)Nc1ccc(OC)cc1 (centres undefined)	-8	-31	-12	-14	-10	11	-26	12
CC(C)c1ccc(NC(=O)c2cccc(NC3=NC4CS(=O)(=O)CC4S3)c2)cc1 (centres undefined)	5	-12	5	8	3	8	-20	0
COc1ccc(/C=N/OC(=O)Nc2ccc(Cl)cc2)c(OC)c1	9	-2	-17	4	-9	5	5	7
